# Source: PubChem (National Center for Advancing Translational Sciences (NCATS))
# JMJD2A Tudor: inhibitors of human JMJD2A Tudor domain. O75164. AlphaScreen JMJD2A-Tudor / H3K4me3 peptide binding. Potency, µM (highest dose often 114 µM), inactives show top-dose activity change, negative = inhibition, hits mostly inhibitors. 390,000 compounds, 4.4% hits; further: potency means the concentration at half of the fitted maximal effect; on the % scale 0 is the no-effect control and ±100 the full control effect; nearly all actives have a fitted effect of over 50% in size
# BAZ2B block: BAZ2B (human) inhibition. Q9UIF8. AlphaScreen BAZ2B-H3K14Ac peptide displacement. Potency, µM (series often up to 114 µM), inactives show at the highest dose activity change, negative = inhibition, most hits filed as inhibitors. 360,000 compounds, 4.4% hits; further: potency means the concentration at half of the fitted maximal effect; on the % scale 0 is the no-effect control and ±100 the full control effect; nearly all actives have a fitted effect of over 60% in size
#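 BAZ2B 50 nM plus b-H3(5-23)K14Ac 50 nM, PBS pH 7.4/0.01% Tween-20, 30 min RT; compound added (max 110 uM), 30 min RT; streptavidin donor/Ni-chelate acceptor beads 10 ug/mL final, 20 min dark; AlphaScreen read.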
# PI4K2A block: inhibitors of human PI4K2A; 420,000 compounds, 0.13% hits; Q9BTU6; activity change, negative = inhibition, % at 76.9 µM; purified PI4K2A, ADP-Glo luminescence, 1 h; stronger effect = lower value; AID 1346378; in the data active means activity change below about -50%; inconclusive means mostly about -30% to -49%;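 further: -100% = wells without enzyme as full effect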
# Target sequence (Q9BTU6 whole entry, looked up): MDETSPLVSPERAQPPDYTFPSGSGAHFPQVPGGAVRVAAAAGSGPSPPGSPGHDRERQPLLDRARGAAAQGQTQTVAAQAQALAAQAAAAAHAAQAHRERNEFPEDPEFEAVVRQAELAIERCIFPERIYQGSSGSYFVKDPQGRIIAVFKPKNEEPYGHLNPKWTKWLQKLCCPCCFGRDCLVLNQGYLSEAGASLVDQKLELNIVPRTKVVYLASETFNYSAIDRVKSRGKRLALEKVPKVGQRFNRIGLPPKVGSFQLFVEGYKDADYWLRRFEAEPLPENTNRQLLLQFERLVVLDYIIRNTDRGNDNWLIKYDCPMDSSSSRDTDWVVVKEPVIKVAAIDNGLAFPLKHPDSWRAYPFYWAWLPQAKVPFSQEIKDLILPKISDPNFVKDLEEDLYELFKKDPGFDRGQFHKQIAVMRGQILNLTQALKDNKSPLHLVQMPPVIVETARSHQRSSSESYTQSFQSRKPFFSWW
#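 In this quantitative HTS, ADP production by PI4K2A was quantified luminescently after 1 h at ambient temperature; 100 microM adenosine served as plate-quality control.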
# Pol eta inh: inhibitors of human DNA polymerase eta. recombinant Pol eta, fluorescent DNA replication assay. Q9Y253. 390,000 compounds, 1.2% hits. AID 588591. Potency, µM (series often up to 114 µM), for inactives: top-dose activity change, negative = inhibition, actives largely listed as inhibitors; further: potency means the concentration at half of the fitted maximal effect; on the % scale 0 is the no-effect control and ±100 the full control effect
#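 Fluorescent replication assay: 50 nM final substrate added after a 15 min room-temperature compound preincubation with 10 nM enzyme. Signal taken at 0 min and again at 10 min.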
# G9a inh: blocks human histone lysine methyltransferase G9a. 350,000 compounds, 8.8% hits. AID 504332. G9a H3K9 monomethylation, AlphaScreen, 2 h. Potency, µM (doses to about 102 µM), inactives show at the top dose activity, negative = inhibition, usual class: inhibitors; further: potency means the concentration at half of the fitted maximal effect; on the % scale 0 is the no-effect control and ±100 the full control effect; nearly all actives have a fitted effect of over 75% in size
# Target sequence (Q96KQ7 913-1193 limits assumed): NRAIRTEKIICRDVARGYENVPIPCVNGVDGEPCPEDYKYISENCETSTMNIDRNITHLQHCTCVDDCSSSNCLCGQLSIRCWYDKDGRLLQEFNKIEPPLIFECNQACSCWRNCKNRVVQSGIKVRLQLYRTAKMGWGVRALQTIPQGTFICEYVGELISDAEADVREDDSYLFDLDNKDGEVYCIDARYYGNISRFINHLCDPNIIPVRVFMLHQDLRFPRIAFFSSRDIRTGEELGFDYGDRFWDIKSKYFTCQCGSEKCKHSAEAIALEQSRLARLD
#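 Using a bead-based AlphaScreen, monomethylated H3K9 product from 2 h room-temperature reactions (G9a 20 nM, peptide 500 nM, SAM 20 uM) was detected with 0.5 ug/mL rabbit anti-H3K9me1 antibody.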
# Pin1 inh: blocks the human prolyl isomerase Pin1. Pin1 FP peptide displacement, HiFluor488, 10 min. Potency, µM (doses to about 115 µM), inactives show top-dose activity, negative = inhibition, actives largely listed as inhibitors. 390,000 compounds, 0.009% hits; active means well fitted inhibition curve with a large enough effect in the polarisation, with a control signal flat, not every such curve was filed as active; inconclusive means small, poorly fitted or top-dose-only effect, or effect the other way, or a change in a side signal; inactive means no such curve, though single readings can be large or run the other way; the % refers to the polarisation; further: potency means the concentration at half of the fitted maximal effect; on the % scale 0 is the no-effect control and ±100 the full control effect
# Target sequence (Q13526 whole entry, looked up): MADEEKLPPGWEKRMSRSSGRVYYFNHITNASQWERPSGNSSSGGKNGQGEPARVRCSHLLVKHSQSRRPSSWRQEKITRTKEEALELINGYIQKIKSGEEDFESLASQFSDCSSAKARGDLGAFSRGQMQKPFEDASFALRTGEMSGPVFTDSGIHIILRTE
# GLS inhibitor: glutaminase GLS (human) inhibition | GLS enzymatic activity, qHTS titration | Potency, µM (series often up to 45.5 µM), inactives show at the highest dose activity change, negative = inhibition, usual class: inhibitors | 410,000 compounds, 0.21% hits | AID 624170; further: potency means the concentration at half of the fitted maximal effect; on the % scale 0 is the no-effect control and ±100 the full control effect
#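 hKGA in 45 mM KH2PO4 pH 8.2, 0.02% Tween-20 with pin-transferred compounds; 1 mM L-glutamine (stock) plus glutamate oxidase/HRP/Amplex Red coupling added. Fluorescence read initially and after 30 min at RT.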
# PGK inhibitor: inhibitors of T. brucei phosphoglycerate kinase. P07378. PGK/GAPDH coupled, Kinase-Glo luminescence, 60 min. Potency, µM (doses to about 57.5 µM), for the others: at the highest dose activity change, negative = inhibition, usual class: inhibitors. 380,000 compounds, 0.043% hits. AID 602233; further: potency means the concentration at half of the fitted maximal effect; on the % scale 0 is the no-effect control and ±100 the full control effect; nearly all actives have a fitted effect of over 60% in size
#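 Recombinant glycosomal PGK reaction used 1,3-bisphosphoglycerate generated in-well by GAPDH (100nM final) in 100mM TEA pH 7.6, 5mM MgCl2, 0.01% Tween-20. After 60 minutes at room temperature, ATP was read by Kinase-Glo Plus luminescence end-point.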
# HP1b chromo inh: blocks HP1-beta chromodomain binding to methylated histone tails | P83916 | AlphaScreen HP1-beta / biotin-H3K9me3 peptide binding | Potency, µM (series often up to 114 µM), for inactives: at the top dose activity change, negative = inhibition, actives largely listed as inhibitors | 390,000 compounds, 0.56% hits; further: potency means the concentration at half of the fitted maximal effect; nearly all actives have a fitted effect of over 70% in size; inactives centre near 23
#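 Compound inhibition of the preformed complex between 50 nM HP1-beta and 50 nM biotinylated H3K9me3 peptide was read by AlphaScreen. Buffer was PBS pH 7.4 with 0.01% Tween-20. Incubations ran 30 min at room temperature, with 10 ug/mL donor/acceptor beads.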
# * = called active by the depositor; i = inactive; ? = inconclusive; · = no result given; [ ] = remark or other dose. Unless noted, the call rests on the fitted dose curve; in most records, active means well fitted curve in the direction sought with a large enough effect; inconclusive means small, poorly fitted or top-dose-only effect, or another doubt; inactive means no such curve, though single readings can be large; an effect the other way counts as inactive or inconclusive. Not all compounds are listed; count on the stated rates, not on these rows.
SMILES,JMJD2A Tudor,BAZ2B block,PI4K2A block,Pol eta inh,G9a inh,Pin1 inh,GLS inhibitor,PGK inhibitor,HP1b chromo inh
Cc1ccc(S(=O)(=O)N2CCC(C(=O)N3CCC[C@H]3C(=O)NCc3ccco3)CC2)cc1,-14%,16%,-2,-11%,-2%,-14%,-2%,-9%,18%
S=C(NCc1ccccc1)NCc1ccc(Cl)cc1,4%,3%,2,-11%,31%,-6%,2%,-5%,47%[activator]
Cc1ccc(-c2nn(-c3ccccc3)cc2NC(=O)CCl)cc1,-1%,·,11,-17%,-47%,29%,-5%,i,70%[activator]
Cc1cc(C(=O)Nc2cccc3c2O[C@@H](CN(C)S(=O)(=O)c2ccccc2)[C@H](C)CN([C@@H](C)CO)C3=O)n(C)n1,-13%,·,0,-17%,·,-8%,-1%,8%,52%[activator]
CC1Cc2ccccc2N1c1ncnc2nc[nH]c12 (stereo not given),-12%,6%,1,-13%,-13%,-5%,2%,-3%,47%[activator]
Cc1ccc(CNC(=O)Cn2cc3c(n2)-c2c(oc(C(=O)N4CCOCC4)c2C)CC3)cc1,-12%,?,-2,-4%,-5%[59 µM],3%,-3%,6%,33%
O=C(CN1CCN(Cc2ccccc2)CC1)Nc1cccc(C(F)(F)F)c1,-16%,1%,-2,-9%,9%[59 µM],-4%,8%,-4%,8%
COC(=O)C1CN(Cc2ccccc2)C(=O)C1=O (stereo not given),-15%,·,2,-14%,·,4%,1%,-1%,5%[57 µM]
O=C1CN(CC(=O)NC2CCCc3ccccc32)CCN1 (stereo not given),-20%,-1%,-3,-1%,-11%[2.33 µM],-2%,0%,-2%,23%
Cn1c(CS/C(N)=N/N=C/c2ccccc2)c(Br)c(=O)n1-c1ccccc1,50µM*,?,3,-10%,35µM*,0%,-24%,-5%,-6%

# Reformatted: 4 of the compounds above.
JMJD2A Tudor	BAZ2B block	PI4K2A block	Pol eta inh	G9a inh	Pin1 inh	GLS inhibitor	PGK inhibitor	HP1b chromo inh	molecule
-1%	·	11	-17%	-47%	29%	-5%	i	70%[activator]	Cc1ccc(-c2nn(-c3ccccc3)cc2NC(=O)CCl)cc1
-15%	·	2	-14%	·	4%	1%	-1%	5%[57 µM]	COC(=O)C1CN(Cc2ccccc2)C(=O)C1=O (stereo not given)
-20%	-1%	-3	-1%	-11%[2.33 µM]	-2%	0%	-2%	23%	O=C1CN(CC(=O)NC2CCCc3ccccc32)CCN1 (stereo not given)
-12%	?	-2	-4%	-5%[59 µM]	3%	-3%	6%	33%	Cc1ccc(CNC(=O)Cn2cc3c(n2)-c2c(oc(C(=O)N4CCOCC4)c2C)CC3)cc1

# (continued)
SMILES,JMJD2A Tudor,BAZ2B block,PI4K2A block,Pol eta inh,G9a inh,Pin1 inh,GLS inhibitor,PGK inhibitor,HP1b chromo inh
CCOc1ccc(-n2cnnn2)cc1S(=O)(=O)N1CCC(C)CC1C (stereo not given),-11%,-1%,-1,-20%,8%,1%,1%,2%,25%
CC(C)N1CCN(Cc2ccsc2)CC1CCO (stereo not given),-3%,-5%,-6,-3%,·,3%,-6%,-1%,11%[57 µM]
CCN1C(=O)/C(=C\N(C)C)NC1=S,-20%,-6%,0,-13%,-5%[59 µM],0%,29%,0%,36%
COc1ccc(C(=O)Nc2ccc(NC(=O)Cc3ccccc3)cn2)cc1,-10%,14%,1,-7%,11µM*,-3%,?,6%,32%
O=C1c2cccc3c2N(CCC3)C(=O)C1(F)c1ccccc1 (stereo not given),-26%,·,1,-13%,·,1%,-4%,i,-2%
Cc1cccc(Oc2nc3c(c(=O)n(C)c(=O)n3C)n2Cc2ccccc2)c1C,8%,-4%,-3,-20%,0%[59 µM],-8%,-3%,-2%,37%
CCn1cc([N+](=O)[O-])c(C(=O)N2CCN(C(=O)c3ccco3)CC2)n1,-11%[57.1 µM],8%,-4,-10%,16%[59 µM],6%,1%,-5%,53%[activator]
O=C(CN1CCCc2ccccc21)Nc1cccc(S(=O)(=O)N2CCCC2)c1,·,·,-2,-19%,·,·,19%,-1%,·
COc1ccccc1CNC(=S)Nc1ccc(F)cc1,-1%,?,5,-7%,-2%[0.501 µM],13%,-1%,0%,35%
CC(CN)(NS(=O)(=O)c1ccccc1)c1ccccc1 (stereo not given),-22%,-2%,-2,1%,·,-9%,1%,-6%,3%
COc1ccccc1C(=O)Nc1ccc2c(c1)nc1n2CCN(Cc2ccccc2)C1,-20%,-14%,-8,-8%,16µM*,16%,5%,-2%,9%
Cc1nnc(SCC(=O)Nc2nsc(-c3ccc(C(C)(C)C)cc3)n2)s1,-29%,-1%,-4,-18%,-11%,-1%,-3%,i,30%
COc1ccc(CN2CCNC(=O)C2CC(=O)N(C)CCC2CCOCC2)c(OC)c1 (stereo not given),-3%,-11%[57.1 µM],2,4%,-13%,-1%,-8%,0%,74%[activator]
Cc1cccc(C)c1NC(=O)CN,-2%,-3%,0,-25%,-109%[59 µM],-1%,?,0%,30%
O=C(c1ccc(COc2ccccc2Cl)o1)N1CCOCC1,-6%,7%,-4,-10%,0%,-6%,0%,-1%,9%
CCCCNC(=O)C(CC)(ONc1ccccc1C(F)(F)F)c1ccccc1 (stereo not given),-28%,?,-1,-7%,13%[2.33 µM],0%,1%,i,36%
CN(CC(=O)Nc1ccccc1Br)C(=O)Cn1[nH]c(=O)c2ccccc2c1=O,-7%,-2%,-4,4%,17%[12.7 µM],2%,2%,3%,27%
CCn1cc(C(=O)N2CCc3ccccc32)c(=O)c2cc(S(=O)(=O)N3CCCCCC3)ccc21,-16%,1%,5,-15%,?,8%,-1%,4%,-2%
CC1=C(C(=O)N(C)C)CC(CC(=O)NCCCCc2ccccc2)C(=O)N1Cc1ccc(F)cc1 (stereo not given),·,·,-3,-10%,·,·,-4%,-8%,·
O=C(Nc1ccc(Cl)cc1Cl)C1CCC(=O)N1Cc1ccccc1Cl (stereo not given),-10%,14%,5,0%,?,2%,2%,i,6%
Cc1ccc(C)c(NC(=O)C(OC(=O)c2ccc(CO)cc2)c2ccccc2)c1 (stereo not given),-7%,1%,2,-21%,-41%,0%,4%,-2%,40%[activator]
COc1ccc(S(=O)(=O)Nc2ccc(Oc3ncccn3)c(Cl)c2)cc1,-21%[11.4 µM],2%,-13,-9%,0%[59 µM],?,?,-5%,?
Cc1ccc(-n2c3c(cc(-c4nc(-c5ccc(Cl)cc5)cs4)c2=O)C(=O)CC(C)(C)C3)cc1C,15%,-1%,-4,-7%,16µM*,1%,-16%,2%,47%[activator]
S=C(Nc1ccccc1)N1CCN(C(=S)c2ccccc2)CC1,-28%,-36%,4,6%,?,?,5%,2%,-18%[57 µM]
CC(=O)N(c1ccccc1)C1CC(C)N(C(=O)c2ccccc2)c2ccccc21 (stereo not given),-14%,27%,1,-5%,7%[0.501 µM],-4%,7%,-4%,21%
O=C(NCc1ccccc1)Nc1cccn(Cc2ccc(F)cc2)c1=O,-6%,4%,2,-17%,7%[59 µM],8%,1%,-6%,29%
O=C(CCCCO)c1ccc(O)c(Cl)c1,-1%,4%,-3,-9%,1%[2.33 µM],5%,-7%,-5%,34%
COc1ccc(S(=O)Cc2ccc(C(=O)NC3CC3)o2)cc1 (stereo not given),-10%,2%,-6,-9%,-8%,2%,13%,0%,36%
O=C(CN1C(=O)NC2(CCCCCC2)C1=O)c1ccc(OC(F)F)cc1OC(F)F,-19%,13%,6,-18%,3%[0.501 µM],-6%,-6%,i,11%
C[C@H]1CN([C@@H](C)CO)C(=O)c2cc(Br)cnc2O[C@H]1CN(C)C(=O)c1ccccn1,·,·,1,-16%,·,·,-8%,0%,·
CCOc1cc(CNC(=O)CSc2n[nH]c(-c3ccccc3)n2)cc(OCC)c1OCC,-12%,6%,2,-11%,-10%[59 µM],2%,6%,i,13%[57 µM]
CCCOc1cccc(C2c3c(oc4ccccc4c3=O)C(=O)N2c2nncs2)c1 (stereo not given),-18%,-7%,-12,-1%,19%[59 µM],-3%,2%,11%,42%[activator]
COc1cc2c(cc1OC)C(c1ccco1)CC(=O)N2 (stereo not given),-26%,1%,-2,-8%,?,0%,-1%,1%,16%
CC(=O)c1c(C)nc(C)nc1NC(=O)Cc1ccccc1,-2%,5%,-10,-5%,-6%[59 µM],-4%,5%,-2%,29%
CCn1c(SCC(=O)OC2CCCCC2)nc2ccccc2c1=O,78%[activator],39%[activator],-2,-16%,49%[59 µM],-1%,-16%,-8%,136%[activator]
CC(C)(C)NC(=O)C(=O)NC(=O)c1c(F)cccc1Cl,-1%,-3%,-5,-8%,7%,1%,-11%,i,21%
CSc1ccc(CCNC(=O)Cn2c(C)c3cnn(-c4ccccc4)c(=O)c3c2C)cc1,-15%,-2%,-3,-5%,-29%[59 µM],12%,-3%,3%,21%
Cc1onc(-c2c(F)cccc2Cl)c1C(=O)N[C@@H]1C(=O)N2C(C(=O)O)C(C)(C)S[C@H]12 (stereo not given in full),-13%,8%,-1,-7%,?,-12%,11µM*,2%,21%
CSc1nc2cc3c(cc2n1C(=O)c1ccc(C)cc1)OCCO3,-9%,7%,16,6%,24%[59 µM],-10%,-10%,-5%,15%
CCCOC(=O)CSC1=C(C#N)C(c2ccccc2OCC)C(C#N)C(=O)N1 (stereo not given),-31%,50µM*,-10,7%,?,-6%,13%,i,?
COc1cccc(CNC(=O)c2ccc(-c3nc(CSc4ccccc4)c(C)o3)cc2)c1,-4%,-4%,2,-18%,0%[59 µM],-2%,1%,-1%,38%
Cc1ccc2oc(C(=O)Nc3sc4c(c3C(=O)NCc3ccccc3)CCCC4)cc(=O)c2c1,-18%,-3%,3,-10%,-10%[59 µM],2%,-1%,-7%,-1%
